# Large T inhibition: TAg ATPase/helicase activity blockers – biochemical (AID 1903). SV40 large T antigen ATPase/helicase inhibition assay; higher % means a stronger effect. actives 0.39% (n = 310,000). inhibition, % at 20 µM, or IC50 in µM where a hit was titrated; in the data active = a potency from the dose series; inconclusive = inhibition mostly from about 32% at the one dose, without a potency; inactive = the rest, 99 in 100 with inhibition below about 32%; note: strong numbers were not always called active
# LYP phosphatase: inhibitors of LYP phosphatase, biochemical, fluorescence intensity, uHTS (AID 1779); inhibition, % at 11.5 µM; hits with a dose series show IC50 in µM; recombinant LYP phosphatase, fluorescence intensity; higher % means a stronger effect; actives 0.054% (n = 290,000); in the data active = inhibition above about 50%;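 note: plate controls were vehicle with enzyme for no effect and no enzyme for full effect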
# Dengue-2 NS5 capping: Dengue-2 NS5 methyltransferase inhibitors, primary screen, biochemical, confirmation dose response (AID 588689); Dengue-2 NS5 methyltransferase capping enzyme assay, biochemical; higher % means a stronger effect; inhibition, % at 25 µM; hits with a dose series show IC50 in µM; actives 0.3% (n = 340,000); in the data active = a potency from the dose series; inconclusive = inhibition above about 29% without an active follow-up result
# MgcRacGAP inhibition: MgcRacGAP GTPase-activating activity inhibitors, confirmation, biochemical, ADP Hunter fluorescence; MgcRacGAP-stimulated Rac1 GTP hydrolysis, ADP Hunter fluorescence; higher % means a stronger effect; GST-tagged Rac1 F28L mutant substrate; inhibition, % at 30 µM; hits with a dose series show IC50 in µM; actives 0.6% (n = 340,000); AID 624330;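 active = first-screen hits whose inhibition reached a set limit at any dose in the follow-up dose series; inconclusive = inhibition above the set first-screen limit but never retested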;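 note: fluorescence reports GDP produced by GAP-driven GTP hydrolysis; strong numbers were not always called active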
# RSV CPE inhibition: RSV antiviral activity via CPE protection, HEp-2 cells, primary 10 µM value included (AID 2391). CPE inhibition, % at 10 µM, or IC50 in µM where a hit was titrated. actives 0.13% (n = 310,000). HEp-2 cells, RSV-induced CPE inhibition; higher % means a stronger effect; in the data active = a potency from the dose series; inconclusive = CPE inhibition mostly from about 23% at the one dose, without a potency; inactive = the rest, 99 in 100 with CPE inhibition below about 21%; note: strong numbers were not always called active
# HIV peptide binding: inhibitors of HIV fusion peptide binding, primary screen, biochemical, uHTS, fluorescence dequenching (AID 1986); cell-free peptide binding, fluorescence dequenching, 30 min; higher % means a stronger effect; inhibition, % at 20 µM, or IC50 in µM where a hit was titrated; actives 0.3% (n = 290,000); in the data active = inhibition mostly above about 52%, no sharp cut-off; inactive = mostly below about 76%; note: some results filed as inactive read as strong as hits
# SIAH1 antagonists: blockers of Siah-1 interaction with plectin peptide – biochemical, fluorescence polarization, rhodamine-plectin, uHTS, primary screen (AID 1817); Siah-1 / rhodamine-plectin peptide fluorescence polarization; higher % means a stronger effect; one-dose displacement, % at 20 µM; IC50 in µM for titrated hits; actives 0.02% (n = 290,000);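 active = displacement of at least 50% at 20 µM, with a fluorescence ratio check between 0.3 and a set limit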;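 note: plate controls were Siah plus tracer with DMSO for no effect and tracer alone without Siah for full effect; strong numbers were not always called active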
# XIAP antagonists: XIAP antagonists, biochemical, IAP family, fluorescence polarization (AID 1018); XIAP BIR domain, fluorescence polarization peptide displacement; higher % means a stronger effect; displacement, % at 20 µM, or IC50 in µM where a hit was titrated; actives 0.007% (n = 200,000); in the data active = displacement above about 50%; note: a part of the inactive calls stands beside numbers as strong as those of hits
# AID2073: inhibitors of Mint1-CaV2.2 protein interaction, biochemical, HTRF (AID 2073); HTRF protein-protein interaction, Mint1-CaV2.2; higher % means a stronger effect; inhibition, % at 20 µM; hits with a dose series show IC50 in µM; actives 0.19% (n = 290,000); in the data active = inhibition mostly above about 51%, no sharp cut-off; inconclusive = no clear call, values can overlap the other calls; inactive = mostly below about 53%; note: some results filed as inactive read as strong as hits
# Dengue-2 NS5 capping pilot replicate: also measured in Dengue-2 NS5 capping; calls as there; inhibition, %; measured here: pilot screen replicate inhibition
# Active calls of the source: *; ? = inconclusive; nt = not tested or not shown. Not a hit list; any-hit rate near 1.7%.
SMILES,Large T inhibition,LYP phosphatase,Dengue-2 NS5 capping,MgcRacGAP inhibition,RSV CPE inhibition,HIV peptide binding,SIAH1 antagonists,XIAP antagonists,AID2073,others
CCOC(=O)C1CCN(C(=O)c2ccc3c(=O)n4nc(Nc5cc(C)ccc5C)sc4nc3c2)CC1,13%,-3%,4%,-7%,9.7%,0.7%,-5%,nt,9%,
Cn1c(=O)c2c(ncn2CCC(=O)N/N=C/c2ccncc2)n(C)c1=O,19%,-4%,-4%,13%,1.6%,1.0%,2%,nt,-18%,
CC1CCN(S(=O)(=O)N2CCC(C(=O)NCc3cccs3)CC2)CC1,5%,-9%,4%,3%,0.4%,2.9%,-3%,-6.7%,3%,
Cc1cc(S(=O)(=O)Nc2cccc(O)c2)c(C)s1,5%,-8%,-1%,13%,2.3%,-6.6%,0%,-6.9%,-9%,
CC(C)(C)NC(=O)NC(=O)CSc1nnc(COc2ccccc2Cl)o1,13%,-8%,-4%,14%,3.0%,-1.5%,-4%,-10%,-11%,
CCn1c(SCC(=O)c2cc(C)n(-c3ccc(C(=O)OC)cc3)c2C)nnc1-c1cccnc1,4%,-10%,-8%,3%,3.7%,1.1%,-2%,-2.7%,-5%,
Cc1cc(C(=O)CSc2nncs2)c(C)n1-c1ccc2c(c1)OCO2,16%,-1%,-6%,12%,4.3%,1.3%,3%,-2.4%,-5%,
CC1c2cc3c(cc2CCN1CC(=O)Nc1ccc(S(=O)(=O)N2CCCC2)cc1)OCCCO3 (configuration not stated),5%,-6%,-3%,0%,5.2%,1.8%,12%,nt,1%,
O=C(O)CCCn1nc(-c2ccccc2)c2ccccc21,0%,-1%,0%,5%,2.2%,2.4%,6%,-2.7%,2%,
CC(=O)Nc1ccc(S(=O)(=O)c2ccc(N)cc2)cc1,14%,-10%,4%,2%,0.0%,3.7%,5%,-6.4%,44%,
CCSC1=NC(C)(C)C=C(/C=C/c2ccc(Cl)cc2Cl)N1,9%,-2%,-24%,3%,49%,-1.9%,-5%,-6.1%,4%,
CCCCN(C(=O)c1ccccc1OCc1ccc(F)cc1)c1c(N)n(CCC)c(=O)[nH]c1=O,-4%,-8%,-4%,6%,0.0%,-0.4%,-1%,nt,7%,
COC(=O)[C@]1(CC(C)C)N[C@H](c2ccc(-c3ccc(OC)cc3)cc2)[C@@H]2C(=O)N(C)C(=O)[C@@H]21,8%,nt,3%,5%,1.7%,nt,nt,nt,nt,
COc1ccc(CNC(=O)C(c2ccco2)N(C(=O)c2ccccn2)c2ccccc2)cc1 (configuration not stated),2%,-4%,-2%,7%,-0.5%,1.3%,9%,-3.6%,19%,
Cc1ccc(-n2ncc(C(=O)O)c2C2CCN(C(=O)OC(C)(C)C)CC2)cc1,-2%,6%,-2%,4%,1.9%,1.1%,1%,-3.3%,16%,
COc1ccc(NC(=O)CN(C)CC(=O)Nc2ccc(Cl)cc2F)cc1,-8%,-11%,-9%,1%,1.8%,1.9%,17%,-4.4%,-5%,
Cn1c(N)c(C(=O)COC(=O)c2ccc(Cl)c(S(=O)(=O)N3CCCC3)c2)c(=O)n(C)c1=O,11%,-9%,-6%,14%,0.7%,-3.2%,-3%,nt,11%,
O=C1NN(c2ccccc2)C(=O)/C1=C\c1cccc(OC(=O)c2cccs2)c1,25%,-3%,21µM*,26%,1.3%,34µM*,-3%,-7.8%,9%,
CCN=c1sc2ccccc2n1CC(O)COc1ccccc1 (configuration not stated),0%,-7%,-2%,11%,0.2%,-0.5%,-1%,-9.7%,7%,
c1cc2c3c(cccc3c1)C(N1CCCCC1)=N2,-2%,-4%,?,14%,1.7%,11%,3%,-3.2%,-6%,
O=C(NCCc1cccs1)C1CC(c2c(Cl)cccc2Cl)=NO1 (configuration not stated),1%,-3%,-4%,7%,9.1%,-3.9%,2%,-6.6%,-5%,
CC1=CC(C)(C)N(C(=O)CN2C(=O)CCC2=O)c2ccccc21,-1%,-4%,5%,2%,0.6%,-0.6%,-7%,-8.4%,-6%,
COc1ccc(NC(=O)C2CCN(S(=O)(=O)c3ccc(OC)c(OC)c3)CC2)c(OC)c1,11%,-10%,-9%,0%,-0.6%,2.3%,1%,2.2%,8%,
COc1ccccc1C(=O)NNC(=O)c1ccc(NC(=O)CC(C)C)cc1,2%,-1%,-1%,-10%,0.7%,-0.3%,0%,-7.9%,4%,
O=C(NC1CCC(O)CC1)c1ccccc1OCc1ccc(F)cc1 (configuration not stated),11%,-10%,-1%,4%,1.2%,-0.2%,10%,nt,1%,

# Not a retest: 3 of the compounds above.
SMILES,Large T inhibition,LYP phosphatase,Dengue-2 NS5 capping,MgcRacGAP inhibition,RSV CPE inhibition,HIV peptide binding,SIAH1 antagonists,XIAP antagonists,AID2073,others
COc1ccc(NC(=O)C2CCN(S(=O)(=O)c3ccc(OC)c(OC)c3)CC2)c(OC)c1,11%,-10%,-9%,0%,-0.6%,2.3%,1%,2.2%,8%,
COc1ccccc1C(=O)NNC(=O)c1ccc(NC(=O)CC(C)C)cc1,2%,-1%,-1%,-10%,0.7%,-0.3%,0%,-7.9%,4%,
O=C(NC1CCC(O)CC1)c1ccccc1OCc1ccc(F)cc1 (configuration not stated),11%,-10%,-1%,4%,1.2%,-0.2%,10%,nt,1%,

# (cont.)
SMILES,Large T inhibition,LYP phosphatase,Dengue-2 NS5 capping,MgcRacGAP inhibition,RSV CPE inhibition,HIV peptide binding,SIAH1 antagonists,XIAP antagonists,AID2073,others
Cn1ncc(Oc2ccc([N+](=O)[O-])cc2)c(Cl)c1=O,6%,-11%,nt,nt,0.7%,0.3%,4%,nt,8%,
c1coc(Cn2c(SCc3nc4ccccc4[nH]3)nnc2-c2cnccn2)c1,?,-6%,-10%,16%,1.1%,-2.9%,2%,-6.1%,-23%,
CC(=O)C(C)Oc1cc(C)cc2oc(=O)c(C)c(C)c12 (configuration not stated),9%,-18%,-6%,-1%,2.6%,0.0%,5%,-5.9%,29%,
Cn1c(CO)cnc1SCc1ccc(Cl)cc1,12%,-7%,-9%,14%,0.7%,2.8%,2%,-5.5%,-7%,
COc1ccc(NC(=O)c2cc(C)n(Cc3cccs3)c2C)cc1,11%,-1%,nt,nt,nt,-1.5%,-7%,nt,-14%,
O=C1C(=O)N(CCN2CCOCC2)C(c2ccc([N+](=O)[O-])cc2)/C1=C(/O)c1ccc2c(c1)OCO2 (configuration not stated),19%,-2%,6%,5%,1.0%,-0.6%,2%,nt,-11%,
O=C1CN(C(=O)COc2ccc(F)cc2Cl)c2ccccc2N1,-6%,-12%,-9%,3%,2.0%,-0.6%,-4%,nt,1%,
Cc1ccc(NC(=O)N2CCC(C(=O)NCCC3=CCCCC3)CC2)cc1,1%,-12%,-1%,4%,-1.8%,1.7%,1%,-1.3%,-3%,Dengue-2 NS5 capping pilot replicate=1.2
CCCN1C(=O)c2[nH]nc(-c3cc(Cl)c(C)cc3O)c2C1c1ccc(O)c(OC)c1 (configuration not stated),18%,5%,-6%,1%,17%,3.3%,0%,nt,11%,
CCCCCCCN1CCN=C1N(C)C,8%,nt,17%,3%,-0.4%,nt,nt,nt,nt,
FC(F)(F)c1ccc(/C=N/N2CCN(Cc3cccc4ccccc34)CC2)cc1,7%,3%,-14%,2%,15%,-0.9%,1%,-5.3%,7%,Dengue-2 NS5 capping pilot replicate=-7.3
CCOC(=O)c1ccc(NC(=O)CSc2nnc(CC)o2)cc1,-1%,-5%,-3%,4%,0.3%,-1.4%,-1%,nt,14%,
CN(C)CCCn1c(NC(=O)C2CCCCC2)nc2ccccc21,-15%,-1%,-3%,-2%,-0.3%,2.6%,2%,-3.5%,-6%,
CCCN(Cc1cc(=O)[nH]c2ccccc12)C(=O)CC,11%,-6%,1%,-8%,4.8%,-0.9%,-4%,nt,-6%,
O=c1onc(-c2cccs2)n1Cc1ccccc1,20%,3%,-4%,3%,3.9%,-0.3%,12%,-0.3%,5%,
CCN1CCN(C2=C(NS(=O)(=O)c3ccc(NC(C)=O)cc3)C(=O)c3ccccc3C2=O)CC1,13%,-10%,18%,5%,-0.4%,0.1%,2%,nt,-33%,
CCOc1cc(CNCCO)cc(Br)c1OCc1cccs1,10%,-2%,-6%,11%,0.5%,-1.0%,1%,-2.1%,-9%,
Cc1cc(C)n2ncc(C(=O)O)c2n1,11%,-4%,-8%,3%,0.4%,0.4%,13%,-4.1%,17%,
O=C(c1cccc(C(=O)N2CCN(c3ccccc3F)CC2)c1)N1CCN(c2ccccc2F)CC1,-6%,-11%,-1%,5%,12%,-1.3%,-5%,-7.0%,-4%,
Cc1ccc(/C(N)=N/OC(=O)c2ccc(C)cc2Cl)cc1,4%,-5%,-5%,6%,4.3%,-0.9%,3%,-5.1%,4%,
CC(C)c1nc(C#N)c(NCCCn2ccnc2)o1,18%,4%,-12%,5%,-0.8%,39%,-1%,-8.0%,-8%,
Cc1ccc(-c2nnc(SCC(=O)N3CCCc4ccccc43)n2N)cc1,25%,-6%,6%,3%,1.1%,-1.9%,-1%,-1.7%,2%,
CCCC(=O)Oc1ccc(-c2nccc(C(OC)OC)n2)cc1,22%,-2%,2%,4%,0.8%,-1.8%,-12%,3.6%,1%,
CCOC(=O)C1=C(O)C(=O)N(Cc2ccccc2)CC1,3%,-4%,-6%,13%,0.1%,1.3%,1%,0.9%,8%,
Cc1cccc(NC(=O)c2ccc(C3SCC(=O)N3CCc3ccccc3)cc2)c1C (configuration not stated),1%,0%,-6%,5%,5.3%,-1.3%,-6%,-5.4%,-2%,

# Next compounds follow.
SMILES,Large T inhibition,LYP phosphatase,Dengue-2 NS5 capping,MgcRacGAP inhibition,RSV CPE inhibition,HIV peptide binding,SIAH1 antagonists,XIAP antagonists,AID2073,others
COc1ccc(OC)c(S(=O)(=O)Nc2ccc(-c3ccc4nncn4n3)cc2)c1,3%,nt,2%,3%,2.6%,nt,nt,nt,nt,
COc1ccc2cc(CN(CC3CCCO3)C(=S)Nc3ccccc3)c(=O)[nH]c2c1 (configuration not stated),14%,-3%,-3%,7%,0.1%,1.1%,10%,-3.2%,-16%,
Cn1cc(CN2CCC(n3nccc3NC(=O)C3CCCC3)CC2)cn1,12%,-12%,0%,1%,0.9%,-1.1%,6%,nt,6%,
COc1ccc(CC(=O)Nc2ccccc2C(=O)N2CCOCC2)cc1OC,-10%,-3%,-7%,11%,2.4%,-0.1%,-5%,-11%,-4%,
c1coc(CN=C2NC(=NCc3ccco3)c3ccccc32)c1,8%,-12%,-10%,2%,0.0%,1.9%,-2%,-3.6%,19%,
Cc1ccc(-c2nc(CS(=O)CC(=O)NCc3ccco3)c(C)o2)cc1 (configuration not stated),14%,-8%,-4%,1%,0.9%,2.3%,0%,nt,-8%,
S=C(NCCc1ccccc1)N1CCN(Cc2ccccc2)CC1,0%,-8%,-2%,31%,1.0%,-1.1%,5%,0.4%,-12%,
C=CCn1c(SCC(=O)N(CCC)C2CCS(=O)(=O)C2)nnc1-c1ccccc1OC (configuration not stated),17%,nt,-4%,11%,-0.2%,nt,nt,nt,nt,
COc1ccc2[nH]cc(S(=O)(=O)c3ccc(C)cc3)c2c1,0%,-4%,0%,10%,6.9%,0.0%,3%,-4.3%,3%,

# Source: PubChem (several laboratories)
